From PubChem BioAssay
KDM5B inhibitor – Primary screen for KDM5B Histone Demethylases FDH-coupled qHTS; KDM5B demethylase, FDH-coupled NADH fluorescence (FDH is formaldehyde dehydrogenase); 220,000 tested, 2.6% active; Lysine-specific demethylase 5B (Homo sapiens), Q9UGL1; Potency, µM (series often up to 57.7 µM), for inactives: at the top dose activity change, negative = inhibition, actives largely listed as inhibitors; AID 1347165, 2019; active means well fitted inhibition curve with a large enough effect; inconclusive means small, poorly fitted or top-dose-only effect; inactive means no such curve, though single readings can be large or run the other way; further: 0% is about no effect; nearly all actives have a fitted effect of over 70% in size
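qHTS format, multiple compound concentrations. Buffer 50 mM HEPES pH 7.5/0.01% Tween-20; 200 nM KDM5BΔAP final; 10 min compound preincubation; substrate-mix levels 12.5 µM peptide, 25 µM α-KG, 0.25 mM NAD⁺; 30 min RT; ΔRFU.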
* = called active by the depositor; i = inactive; ? = inconclusive; [ ] = remark or other dose. Potency means the concentration at half of the fitted maximal effect. These rows are one share of the data; count on the stated rates, not on these rows.

SMILES	KDM5B inhibitor
COc1ccc(C2SCC(=O)Nc3c2c(C)nn3C)cc1OC (centres undefined)	-22%
CC(C)NC(=O)NC[C@H]1C[C@@H]2CCN1C[C@@H]2c1cc(-c2ccc(F)cc2)nn1C	29%[86.2 µM]
Cn1ccnc1CN1CCN2C(=O)N(c3ccccn3)C[C@H]2C1	18%[86.2 µM]
CC[C@H]1CN2CC[C@H]1C[C@@H]2COC(=O)Nc1cc(OC)cc(OC)c1	-1%[86.2 µM]
CCCCSc1nnc([C@@H](N)Cc2c[nH]c3ccccc23)o1	-4%
N#Cc1ccc(C(=O)N2C[C@@H]3C[C@H](C2)c2c(-c4ccc(Cl)cc4)ccc(=O)n2C3)cc1	2%[86.2 µM]
COc1cc2c(cc1OCc1ccccc1)N(C(=O)Cc1ccc3c(c1)OCO3)CC21CCN(C)CC1	?
COc1cc2c(cc1-c1cccnc1)NC(=O)C21CCN(C(C)=O)CC1	9%[86.2 µM]
Cc1ncc2c(n1)C[C@@H]1CC[C@H]2N1C(=O)c1ccccc1F	6%
Cc1ccc(C(=O)N2[C@H]3CC[C@@H]2c2cnc(C)nc2C3)cn1	-21%
FC(F)(F)CN1C2CCC1CN(c1ccc(C(F)(F)F)cn1)C2	-13%[149 µM]
COc1ccccc1NC(=O)Nc1ccc2n(c1=O)C[C@H]1C[C@@H]2CN(C(=O)C(=O)O)C1	?
CC(=NCCCn1ccnc1)c1c(O)n(C2CCCCC2)c(=O)[nH]c1=O	23%
O=C(O)CSCC(=O)N1C[C@@H]2C[C@H](C1)c1c(-c3ccccc3F)ccc(=O)n1C2	5%[86.2 µM]
Cc1cc(C)nc(N2CC3CCC(C2)N3CC(F)(F)F)c1	?
CCC1c2cccn2-c2ccccc2CN1C(=O)Nc1cc(F)ccc1F (centres undefined)	-8%
O=C(CN1CCN(Cc2ccccc2)CC1)Nc1ccc(Cl)cc1C(=O)c1ccccc1	-8%
COc1cccc(-c2nn3c(=O)cc(CN4CCN(C(=O)COc5ccccc5C)CC4)nc3s2)c1	4%
O=C(Nc1ccccc1)[C@H]1CN2CCC1C[C@@H]2Cn1cc(C2(O)CCCCC2)nn1 (some centres undefined)	36%[activator][86.2 µM]
Cn1cc(C(=O)Nc2ccncc2)c2ccccc21	-9%

3 compounds already listed, arranged by length of the SMILES, falling:
SMILES	KDM5B inhibitor
CC(C)NC(=O)NC[C@H]1C[C@@H]2CCN1C[C@@H]2c1cc(-c2ccc(F)cc2)nn1C	29%[86.2 µM]
O=C(Nc1ccccc1)[C@H]1CN2CCC1C[C@@H]2Cn1cc(C2(O)CCCCC2)nn1 (some centres undefined)	36%[activator][86.2 µM]
Cc1ncc2c(n1)C[C@@H]1CC[C@H]2N1C(=O)c1ccccc1F	6%

Six of the compounds above, as comma-separated lines.
canonical_smiles,KDM5B inhibitor
COc1ccc(C2SCC(=O)Nc3c2c(C)nn3C)cc1OC (centres undefined),-22%
CC(C)NC(=O)NC[C@H]1C[C@@H]2CCN1C[C@@H]2c1cc(-c2ccc(F)cc2)nn1C,29%[86.2 µM]
Cn1ccnc1CN1CCN2C(=O)N(c3ccccn3)C[C@H]2C1,18%[86.2 µM]
CC[C@H]1CN2CC[C@H]1C[C@@H]2COC(=O)Nc1cc(OC)cc(OC)c1,-1%[86.2 µM]
CCCCSc1nnc([C@@H](N)Cc2c[nH]c3ccccc23)o1,-4%
N#Cc1ccc(C(=O)N2C[C@@H]3C[C@H](C2)c2c(-c4ccc(Cl)cc4)ccc(=O)n2C3)cc1,2%[86.2 µM]

Continued.
SMILES	KDM5B inhibitor
COc1cc2c(cc1-c1ccc(N3CCN(C)CC3)nc1)NC(=O)C21CCN(C(C)=O)CC1	-29%
CC(C)C1=NOC2(CCCN(Cc3ccccn3)C2)C1 (centres undefined)	?
Cc1cccc(-n2nnnc2C2(NC3CCCCC3)CCCCC2)c1	-6%
CC(C)NC(=O)C(C)Cl (centres undefined)	6%
Cc1nc(-c2ccc(N(C)C)cc2)cc([C@H]2CN3CC[C@H]2C[C@@H]3CNC(=O)C(C)(C)C)n1	32µM*
CC/C=C(/C)C(=O)NC(C)Cc1ccc(Br)cc1 (centres undefined)	-1%
CCCS(=O)(=O)NC[C@H]1C[C@@H]2CCN1C[C@@H]2c1cc(-c2cccs2)nn1C	-5%[86.2 µM]
COc1ccc(-n2cc(C3=CCN(CCN4CCOCC4)CC3)cn2)cc1	-22%
COc1cc(OC(F)(F)F)ccc1C(=O)N1CCC(C(=O)O)(c2ccccc2)CC1	-13%[115 µM]
O=C(c1ccc2c(c1)N(Cc1c(F)cccc1Cl)C(=O)c1ccccc1S2)N1CCC2(CC1)OCCO2	-14%
CN1C(=O)C(=Cc2cccnc2)C(=O)N(C)C1=O	?
O=C(N/N=C/c1c(O)n(Cc2ccccc2)c(=O)[nH]c1=O)c1ccncc1	?
C[C@]12CCC3[C@@H](CCC4=CC(=O)CC[C@@]43C=O)C1CCC2=O (some centres undefined)	22%
Cn1c(O)c(/C=N/NC(=O)c2ccncc2)c(=O)n(C)c1=S	?
COc1cc2c(cc1OC1CCCC1)NC(=O)C21CCN(Cc2nccn2C)CC1	-2%[86.2 µM]
CCC1(N2CCN(C(=O)COc3ccc(Cl)cc3C)CC2)CCN(C(=O)NC)C1 (centres undefined)	?
COc1ccc([C@@H]2CN(C(=O)c3c(C)noc3C)[C@@H]3C4CCN(CC4)[C@@H]32)cc1	25%
CCCN1CC2(CCN(C)CC2)CC1C(=O)N(C)Cc1ccon1 (centres undefined)	?
CCCCCCn1c(O)c(/C=N/N2CCCCCC2)c(=O)[nH]c1=O	-25%
Cc1[nH]nc2c1C(c1ccc(C(=O)O)cc1)SCC(=O)N2 (centres undefined)	2%
CC(C)CN1Cc2ccccc2-n2ccnc2C12CCN(C(=O)c1ccco1)CC2	-16%
Nc1nc(CN2CCN(C(=O)COc3cccc(F)c3)CC2)nc2ccccc12	-16%
Cc1noc(C)c1-c1cnc2[nH]cc(CC(=O)N3CCN(C)CC3)c2c1	28µM*
O=C(Cc1ccc(F)cc1)N1CCC2(CC1)NCc1ccccc1-n1ccnc12	-1%
CC1OC(OC2CCC3(C=O)[C@H]4CCC5(C)C(C6=CC(=O)OC6)CCC5(O)[C@@H]4CCC3(O)C2)C(O)C(O)C1O (some centres undefined)	0%
COc1cc(OC)cc(C(=O)Nc2ccc(Cl)cc2C(=O)c2ccccc2Cl)c1	-4%
CCN(CC)c1ccc(N=Cc2c(O)n(Cc3ccco3)c(=O)[nH]c2=O)cc1	1%
CN(Cc1ccccc1)C[C@H]1CN2CC[C@H]1C[C@@H]2CNC(=O)c1ccc(C(F)(F)F)cc1	-20%
COc1ccc(CCNCc2ccc(Br)cc2)cc1	16%
O=C1NC(=O)N(c2ccc3c(c2)OCO3)C(=O)/C1=C\c1ccsc1	?
Cc1noc(C)c1COc1ccc(CC(=O)N(CCC#N)CCN2CCOCC2)cc1	16%
O=c1[nH]c(=S)n(-c2ccccc2)c(O)c1C=NCc1ccccn1	-4%
O=C1Nc2ccccc2C12CCN(Cc1ccccc1)CC2	-17%[149 µM]
O=C(NCc1ccccc1)[C@H]1CN2CC[C@H]1C[C@@H]2Cn1cc(-c2ccccn2)nn1	19%[86.2 µM]
O=C(NC[C@H]1C[C@@H]2CCN1C[C@@H]2CN1CCN(c2ccccn2)CC1)Nc1ccsc1	-27%
CC(C)C(=O)c1cn(Cc2ccccc2C#N)c2ccccc12	-16%
COc1cc2c(cc1CCc1ccccc1)N(C(=O)c1ccnn1C)CC21CCN(C(C)=O)CC1	-18%
CN(C)c1ncc(CN2CCC3(CCNCC3)C2)cn1	-12%
COc1ccc(-c2cc([C@H]3CN4CC[C@H]3C[C@@H]4CNC(=O)c3ccc(C(C)(C)C)cc3)n(C)n2)cc1OC	19%
CCCNC(=O)OC[C@H]1C[C@@H]2CCN1C[C@@H]2c1cc(-c2ccccc2OC)nc(C)n1	35µM*

Among those listed so far, six have a Cl atom:
SMILES	KDM5B inhibitor
N#Cc1ccc(C(=O)N2C[C@@H]3C[C@H](C2)c2c(-c4ccc(Cl)cc4)ccc(=O)n2C3)cc1	2%[86.2 µM]
O=C(CN1CCN(Cc2ccccc2)CC1)Nc1ccc(Cl)cc1C(=O)c1ccccc1	-8%
CC(C)NC(=O)C(C)Cl (centres undefined)	6%
O=C(c1ccc2c(c1)N(Cc1c(F)cccc1Cl)C(=O)c1ccccc1S2)N1CCC2(CC1)OCCO2	-14%
CCC1(N2CCN(C(=O)COc3ccc(Cl)cc3C)CC2)CCN(C(=O)NC)C1 (centres undefined)	?
COc1cc(OC)cc(C(=O)Nc2ccc(Cl)cc2C(=O)c2ccccc2Cl)c1	-4%

The results go on.
SMILES	KDM5B inhibitor
Cn1nc(-c2ccccc2)cc1[C@H]1CN2CC[C@H]1C[C@@H]2CNC(=O)c1cccs1	-3%[86.2 µM]
CC(C1CC1)N(C)C(=O)c1cn(Cc2ccccc2)c2ccccc12 (centres undefined)	1%
O=C(NC[C@H]1C[C@@H]2CCN1C[C@@H]2CN1CCCCC1)c1ccccc1	-7%[86.2 µM]
Nc1cccc(-c2cn(C[C@H]3CC4CCN3C[C@@H]4C(=O)Nc3ccccc3)nn2)c1 (some centres undefined)	-14%[86.2 µM]
O=C(NC12CC3CC(CC(C3)C1)C2)OC1CN2CCC1CC2 (centres undefined)	-3%
C#C[C@H]1CN2CC[C@H]1C[C@@H]2CNC(=O)c1ccc(C#N)cc1	-9%[86.2 µM]
Cn1nc(-c2ccc3ccccc3c2)cc1[C@H]1CN2CC[C@H]1C[C@@H]2CNC(=O)COc1ccccc1	-28%
CN(C)C(=O)Oc1cccc(NC(=O)c2ccccc2C(F)(F)F)c1	10%
COc1cc2c(cc1CCc1ccccc1)N(C(=O)Cc1ccc3c(c1)OCO3)CC21CCN(C(C)=O)CC1	-11%
Cc1ncc2c(n1)C[C@@H]1CC[C@H]2N1C(=O)Nc1ccccc1	17%
COc1cc2c(cc1OCc1ccncc1)NC(=O)C21CCN(Cc2cccc(O)c2)CC1	?
O=C(c1ccccc1)N1C[C@@H]2C[C@H](C1)c1ccc(-c3cccc(C(F)(F)F)c3)c(=O)n1C2	25µM*
Cc1cc(N(CCCl)CCCl)ccc1/C=N/N=C(\N)c1cnccn1	-12%
C=C[C@H]1CN2CC[C@H]1C[C@@H]2CNC(=O)N1CCOCC1	-5%[115 µM]
Cc1ccc(-n2nnnc2C2(NC(C)C)CCCCC2)cc1	10%
COCCN1C(=O)CO[C@H]2CN(C(C)C)C[C@H]21	-14%[115 µM]
Cn1nc(C(=O)NCC2(C)CCOCC2)c2ccccc21	?
Cc1nc(-c2ccc(N(C)C)cc2)cc([C@H]2CN3CC[C@H]2C[C@@H]3COC(=O)Nc2ccc(C(C)C)cc2)n1	i
O=C1NCc2ccccc2CC12CCCN(Cc1cccnc1)C2 (centres undefined)	-1%[149 µM]
N#Cc1ccc(NC(=O)CSc2nnc(Cc3ccccc3)o2)cc1Cl	17%
CNCc1cn(C[C@H]2CC3CCN2C[C@@H]3C(=O)Nc2ccccc2)nn1 (some centres undefined)	-11%[86.2 µM]
COc1cc2c(cc1OCc1ccncc1)NC(=O)C21CCN(CC2CC2)CC1	21%[86.2 µM]
C/C(=N\O)c1cn(C)c2ccccc12	10%
CN(C)C(=O)Oc1noc2cc(Cl)ccc12	15%
O=C(NC[C@H]1C[C@@H]2CCN1C[C@@H]2CN1CCC(Cc2ccccc2)CC1)c1ccco1	-11%[86.2 µM]
CC(C)NC(=O)OC[C@H]1C[C@@H]2CCN1C[C@@H]2c1cc(C2CCCCC2)nn1C	-19%[86.2 µM]
Cc1nc2cc([N+](=O)[O-])ccc2c(=O)n1-c1cccc(Br)c1	2%
C#C[C@H]1CN2CC[C@H]1C[C@@H]2CNC(=O)Nc1ccc(Oc2ccccc2)cc1	?
Cn1nc(-c2ccccc2)cc1[C@H]1CN2CC[C@H]1C[C@@H]2CNC(=O)NCc1ccccc1	-2%[86.2 µM]
COc1cc2c(cc1OCc1ccncc1)NC(=O)C21CCN(Cc2ccccn2)CC1	7%[86.2 µM]
N#Cc1c(Cl)nc(NCCNc2ccccn2)c(Cl)c1Cl	17%
O=C1NCCCCCCN(Cc2cccnc2)[C@H]2CCC[C@@H]12	7.9µM*
Cc1nonc1CC(=O)N1C[C@H](O)[C@@H](N2CCC(O)CC2)C1	?
Cc1nnc2n1CCC(NC(=O)c1nn(C)c3ccccc13)CC2 (centres undefined)	?
CN(Cc1ccccc1)Cc1cn(C[C@H]2CC3CCN2C[C@@H]3C(=O)NC2CC2)nn1 (some centres undefined)	10%[86.2 µM]
COCc1nnc2n1CCC(NC(=O)c1nn(C)c3ccccc13)CC2 (centres undefined)	28µM*
COC(=O)C1(C(=O)O)Cc2cc([N+](=O)[O-])ccc2N2CCCC21 (centres undefined)	-18%
